Screening results deposited in PubChem BioAssay by Sanford-Burnham Center for Chemical Genomics.
EBI2 antag: blocks human EBI2 receptor beta-arrestin signaling; P32249; EBI2 beta-arrestin recruitment, luminescence, 7a,25-OHC stimulated; inhibition, % at 5 µM; 360,000 compounds, 0.81% hits; AID 651636; in the data active = inhibition above about 38%;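 also: enzyme fragment complementation signal reports receptor beta-arrestin coupling in cells; 0% = agonist plus DMSO wells and 100% = wells without agonist; some results beyond the cut were filed as inactive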
Target sequence (P32249 whole entry, looked up, the tested form may be a part): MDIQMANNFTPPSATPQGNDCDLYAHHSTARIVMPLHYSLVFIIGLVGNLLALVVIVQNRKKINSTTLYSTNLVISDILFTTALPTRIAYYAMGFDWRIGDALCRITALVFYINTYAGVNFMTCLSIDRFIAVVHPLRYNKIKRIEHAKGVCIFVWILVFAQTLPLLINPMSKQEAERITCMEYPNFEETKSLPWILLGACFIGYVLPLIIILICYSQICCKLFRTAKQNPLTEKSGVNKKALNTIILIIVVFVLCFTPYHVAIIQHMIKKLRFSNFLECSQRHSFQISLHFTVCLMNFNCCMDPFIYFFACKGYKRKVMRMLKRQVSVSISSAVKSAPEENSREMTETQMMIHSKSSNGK
A3G deaminase: APOBEC3G (human) deaminase inhibition; Q9HC16; recombinant A3G, ssDNA deamination FAM/TAMRA fluorescence; inhibition, % at 20 µM; 330,000 compounds, 0.28% hits; AID 493012;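 active = inhibition of at least 40% at 20 µM, with no more than 30% in the related APOBEC3A deaminase screen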;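 also: plate controls were DMSO wells with A3G for no effect and wells lacking A3G enzyme for full effect; some compounds called inactive have numbers as strong as hits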
GRIN3A LBD mod: NR3A (human) ligand-binding domain modulation. NR3A LBD differential scanning fluorimetry, Tm shift; 0% = protein alone, 100% = glycine-bound protein. 340,000 compounds, 2.5% hits. AID 1259313. Tm shift relative to glycine control, % at 25 µM;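 active = melting temperature shift of at least 10% of the positive control shift, at one fixed dose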
APOBEC3A inh: blocks human APOBEC3A ssDNA deamination; inhibition, % at 20 µM; 330,000 compounds, 0.41% hits; P31941; recombinant A3A, FAM/TAMRA ssDNA deamination fluorescence;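 active = at least 40% inhibition at 20 µM here, with at most 30% in a related deaminase screen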;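 also: plate controls were A3A with DMSO for no effect and wells lacking A3A enzyme for full effect; some results filed as inactive read as strong as hits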
Target sequence (P31941 whole entry, looked up): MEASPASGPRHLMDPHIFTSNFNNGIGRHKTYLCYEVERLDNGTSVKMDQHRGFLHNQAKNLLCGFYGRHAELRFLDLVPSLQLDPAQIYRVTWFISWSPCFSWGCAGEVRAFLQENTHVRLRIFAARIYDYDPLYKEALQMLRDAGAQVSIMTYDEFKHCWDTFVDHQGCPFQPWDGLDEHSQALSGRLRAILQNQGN
MPTP block: inhibitors of mitochondrial permeability transition pore | isolated mouse mitochondria, Ca2+ swelling absorbance, 30 min | inhibition, % at 10 µM | 360,000 compounds, 1.4% hits | AID 602449;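 active = inhibition of 50% or more, scaled per plate between neutral and stimulator controls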;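 also: 0% = DMSO wells given calcium and 100% = 1 mM EGTA wells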
CCR6 antagonist: antagonists of human CCR6 receptor; 340,000 compounds, 0.49% hits; inhibition, % at 20 µM; AID 493098; CHO-K1 CCR6 PathHunter beta-arrestin, luminescence, CCL20-stimulated;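 active = compounds whose inhibition of the agonist-driven luminescence signal at 20 µM reaches about 50%, limit read from the data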;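 also: cells stimulated with CCL20 at 14 nM final; plate controls were DMSO with CCL20 for no effect and DMSO without agonist for full effect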
Target sequence (P51684 whole entry, looked up): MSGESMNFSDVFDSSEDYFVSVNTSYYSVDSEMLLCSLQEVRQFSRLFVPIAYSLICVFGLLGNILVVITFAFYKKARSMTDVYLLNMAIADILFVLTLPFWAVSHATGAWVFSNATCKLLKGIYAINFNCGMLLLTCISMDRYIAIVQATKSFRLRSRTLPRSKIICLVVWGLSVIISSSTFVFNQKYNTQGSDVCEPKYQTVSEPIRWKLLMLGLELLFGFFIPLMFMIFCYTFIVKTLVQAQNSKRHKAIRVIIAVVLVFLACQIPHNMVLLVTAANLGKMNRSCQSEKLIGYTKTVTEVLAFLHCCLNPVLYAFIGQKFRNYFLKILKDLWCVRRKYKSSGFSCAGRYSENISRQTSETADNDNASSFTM
Gli-Sufu block: antagonists of Gli-Sufu signaling. Sufu-KO-LIGHT fibroblasts, Gli luciferase reporter luminescence. inhibition, % at 5 µM. 340,000 compounds, 0.74% hits. AID 588413;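 active = inhibition above about 55%, limit read from the data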;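 also: 0% = DMSO-treated cells and 100% = wells with medium but no cells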
CXCR6 block: blocks human CXCR6 beta-arrestin recruitment; O00574; CHO-K1 PathHunter CXCR6 beta-arrestin, luminescence; inhibition, % at 20 µM; 360,000 compounds, 0.36% hits; AID 602244; in the data active = inhibition above about 34%, passing the limit was not always enough;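 also: antagonist mode with CXCL16 agonist at 10 nM final; 0% = 10 nM CXCL16 with DMSO and 100% = unstimulated wells without agonist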
Starred values were filed as active, the others as inactive.

What do the screens show for `COc1ccc(CN2CCCC(C(=O)N3CCCC3)C2)c(OC)c1` (centres undefined)?
EBI2 antag: 5.7; A3G deaminase: -4.3; GRIN3A LBD mod: 0.6; APOBEC3A inh: -1.4; MPTP block: 0.6; CCR6 antagonist: -1.4; Gli-Sufu block: 1.2; CXCR6 block: 2.2

Results for C/C(=N\NC(=O)c1nn(C)c(C)c1Br)c1ccc(NC(=O)c2ccoc2C)cc1 ?
EBI2 antag: -7.3; A3G deaminase: -8.9; GRIN3A LBD mod: 4.9; APOBEC3A inh: -1.5; MPTP block: 0.6; CCR6 antagonist: 0.0; Gli-Sufu block: -11.5; CXCR6 block: -0.5

Results for CN(NC1OC(=O)c2ccccc21)c1c([N+](=O)[O-])cc(C(F)(F)F)cc1[N+](=O)[O-] (centres undefined) ?
EBI2 antag: 4.9; A3G deaminase: 1.2; GRIN3A LBD mod: 3.1; APOBEC3A inh: 11.6; MPTP block: 1.3; CCR6 antagonist: 8.9; Gli-Sufu block: 6.7; CXCR6 block: -3.5

Results for CCc1nnc(NC(=O)c2ccc(COc3ccccc3C)o2)s1 ?
EBI2 antag: -9.9; A3G deaminase: 0.6; GRIN3A LBD mod: -0.8; APOBEC3A inh: -0.1; MPTP block: 0.0; CCR6 antagonist: 18.9; Gli-Sufu block: 14.7; CXCR6 block: 1.9

What do the screens show for `Cc1ccc(NC(=O)c2cc(-c3ccccc3)nn2-c2ccccc2)c(Br)c1`?
EBI2 antag: 32.2; A3G deaminase: -14.5; GRIN3A LBD mod: 1.4; APOBEC3A inh: -1.8; MPTP block: 2.0; CCR6 antagonist: 12.2; Gli-Sufu block: 0.7; CXCR6 block: 4.6

What do the screens show for `O=C(c1cccs1)N1CCN(c2ccc([N+](=O)[O-])cc2F)CC1`?
EBI2 antag: -13.2; A3G deaminase: -3.1; GRIN3A LBD mod: 0.3; APOBEC3A inh: -1.3; MPTP block: -0.4; CCR6 antagonist: 8.5; Gli-Sufu block: 0.6; CXCR6 block: 5.0

What do the screens show for `c1ccc(N2CCN(Cc3cn4ccccc4n3)CC2)cc1`?
EBI2 antag: 1.9; A3G deaminase: -6.0; GRIN3A LBD mod: -5.1; APOBEC3A inh: 1.9; MPTP block: -0.9; CCR6 antagonist: 9.5; Gli-Sufu block: -17.8; CXCR6 block: 7.3

What do the screens show for `O=C(Nc1cccc(C(F)(F)F)c1)c1cccnc1N1CCN(CCO)CC1`?
EBI2 antag: 1.9; A3G deaminase: 1.1; GRIN3A LBD mod: -0.6; APOBEC3A inh: 1.8; MPTP block: 13.2; CCR6 antagonist: -0.6; Gli-Sufu block: 4.7; CXCR6 block: 8.1

What do the screens show for `COc1ccc(-n2nc3c(c2NC(=O)C2CCCC2)CS(=O)C3)cc1` (centres undefined)?
EBI2 antag: 8.9; A3G deaminase: -13.4; GRIN3A LBD mod: 0.1; APOBEC3A inh: -3.9; MPTP block: -2.5; CCR6 antagonist: -8.1; Gli-Sufu block: 10.7; CXCR6 block: 0.5

What do the screens show for `CCC(C)[C@H](NC(=O)c1cn(CC)c2cc3c(cc2c1=O)OCO3)C(=O)NCCCn1ccnc1` (some centres undefined)?
EBI2 antag: -2.5; A3G deaminase: 14.7; GRIN3A LBD mod: -5.3; APOBEC3A inh: -0.2; MPTP block: 3.4; CCR6 antagonist: 6.2; Gli-Sufu block: 53.1; CXCR6 block: -6.3

Results for O=C(CC1C(=O)NCCN1Cc1cccc(F)c1)NCCCOc1cccnc1 (centres undefined) ?
EBI2 antag: 3.3; A3G deaminase: -6.1; GRIN3A LBD mod: -6.4; APOBEC3A inh: -2.9; MPTP block: -2.8; CCR6 antagonist: 6.8; Gli-Sufu block: -7.0; CXCR6 block: 5.3

How did Cc1ccc(CNS(=O)(=O)c2cc3c(cc2C)NC(=O)CO3)cc1 do in these assays?
EBI2 antag: 0.3; A3G deaminase: -11.7; GRIN3A LBD mod: -1.6; APOBEC3A inh: -5.3; MPTP block: -1.7; CCR6 antagonist: -0.9; Gli-Sufu block: -3.9; CXCR6 block: -6.7

How did COc1ccccc1N1CC(C)(C)C(=O)N(C(=O)c2ccc(Cl)cc2)C1=S do in these assays?
EBI2 antag: -6.4; A3G deaminase: -5.0; GRIN3A LBD mod: 0.9; APOBEC3A inh: -2.1; MPTP block: 2.5; CCR6 antagonist: 8.1; Gli-Sufu block: 3.3; CXCR6 block: -9.0

What do the screens show for `O=C(CSc1nnc(CNC(=O)c2ccco2)o1)Nc1ccccc1`?
EBI2 antag: -12.3; A3G deaminase: -5.7; GRIN3A LBD mod: 0.2; APOBEC3A inh: -3.0; MPTP block: 1.0; CCR6 antagonist: -2.5; Gli-Sufu block: -4.4; CXCR6 block: 3.2

What do the screens show for `C/C(Cc1ccccc1)=N\NC(=O)CNC(=O)c1ccccc1`?
EBI2 antag: -0.1; A3G deaminase: -5.4; GRIN3A LBD mod: -0.2; APOBEC3A inh: -2.0; MPTP block: 1.2; CCR6 antagonist: 9.1; Gli-Sufu block: 0.1; CXCR6 block: 3.7

Results for Cc1cccc(-c2nc(C#N)c(N3CCC(C)CC3)o2)c1 ?
EBI2 antag: -3.1; A3G deaminase: -3.2; GRIN3A LBD mod: -2.4; APOBEC3A inh: -1.0; MPTP block: 0.6; CCR6 antagonist: 9.1; Gli-Sufu block: -5.0; CXCR6 block: -0.1

Results for COC(=O)CN1C(=O)[C@H]2[C@@H](/C=C/c3ccccc3)N3C(=O)CN(Cc4ccccc4)C(=O)[C@@]3(Cc3ccccc3)[C@H]2C1=O ?
EBI2 antag: -10.2; A3G deaminase: -8.0; GRIN3A LBD mod: -0.6; APOBEC3A inh: 0.5; MPTP block: -0.7; CCR6 antagonist: 4.9; Gli-Sufu block: 14.8; CXCR6 block: -9.8

How did CC1CCN(C(=O)CSc2nncn2C)CC1 do in these assays?
EBI2 antag: 4.3; A3G deaminase: 1.0; GRIN3A LBD mod: -0.5; APOBEC3A inh: 5.1; MPTP block: 0.0; CCR6 antagonist: 2.5; Gli-Sufu block: 15.5; CXCR6 block: -4.4

Results for CCn1c2ccccc2c2cc(NC(=O)COC(=O)C3CCC(=O)N3)ccc21 (centres undefined) ?
EBI2 antag: 5.7; A3G deaminase: -5.2; GRIN3A LBD mod: 0.6; APOBEC3A inh: 2.5; MPTP block: -0.3; CCR6 antagonist: -20.4; Gli-Sufu block: -7.0; CXCR6 block: -9.4

How did CS(=O)(=O)NCCNc1cc(Cl)ccc1[N+](=O)[O-] do in these assays?
EBI2 antag: -1.8; A3G deaminase: -4.2; GRIN3A LBD mod: -0.2; APOBEC3A inh: -1.1; MPTP block: -0.4; CCR6 antagonist: 6.4; Gli-Sufu block: -3.6; CXCR6 block: 0.2

Results for O=C1CC(c2ccccc2)CC(O)=C1C=NCc1ccc(Cl)cc1 (centres undefined) ?
EBI2 antag: 16.1; A3G deaminase: -5.3; APOBEC3A inh: -0.9; MPTP block: 0.4; CCR6 antagonist: 10.5; Gli-Sufu block: 8.2; CXCR6 block: -7.2

How did CCc1nnc(NC(=O)CSc2nnc(C)c(=O)n2N)s1 do in these assays?
EBI2 antag: -3.1; A3G deaminase: 7.1; GRIN3A LBD mod: 1.7; APOBEC3A inh: 1.2; MPTP block: -0.5; CCR6 antagonist: 1.3; Gli-Sufu block: 6.6; CXCR6 block: -5.7

How did OCCCC1CCCCN1Cc1nc(Cc2ccccc2Cl)no1 (centres undefined) do in these assays?
EBI2 antag: -4.2; A3G deaminase: -1.6; GRIN3A LBD mod: 0.1; APOBEC3A inh: 2.5; MPTP block: -2.3; CCR6 antagonist: 0.6; Gli-Sufu block: 5.4; CXCR6 block: 6.3

What do the screens show for `CCC(=O)C(C#N)(c1ccc(OC)c(OC)c1)C(C)C` (centres undefined)?
EBI2 antag: -10.8; A3G deaminase: 1.7; GRIN3A LBD mod: 0.7; APOBEC3A inh: 1.0; MPTP block: -0.9; CCR6 antagonist: 11.9; Gli-Sufu block: -9.7; CXCR6 block: -5.7

How did CCN(CC)c1ccc(C=Nc2cccc(S(=O)(=O)N3CCOCC3)c2)c(O)c1 do in these assays?
EBI2 antag: -13.7; A3G deaminase: 0.9; GRIN3A LBD mod: 1.7; APOBEC3A inh: -0.6; MPTP block: -0.9; CCR6 antagonist: -0.3; Gli-Sufu block: -3.8; CXCR6 block: 1.7

What do the screens show for `O=C(c1cc2ccccc2cc1O)N1CCN(c2ccccc2O)CC1`?
EBI2 antag: 31.1; A3G deaminase: -5.3; APOBEC3A inh: -1.6; MPTP block: 0.8; CCR6 antagonist: -5.8; Gli-Sufu block: -8.3; CXCR6 block: -10.4

What do the screens show for `C=CCn1c(=O)/c(=C\c2ccccn2)s/c1=C(/C#N)C(=O)NCC1CCCO1` (centres undefined)?
EBI2 antag: -4.1; A3G deaminase: 0.0; GRIN3A LBD mod: 3.3; APOBEC3A inh: 0.2; MPTP block: -0.9; CCR6 antagonist: -2.1; Gli-Sufu block: -3.5; CXCR6 block: -6.1

What do the screens show for `Oc1cc(-c2ccccc2)c2ccccc2c1`?
EBI2 antag: -17.2; A3G deaminase: -2.3; GRIN3A LBD mod: -1.5; APOBEC3A inh: -2.1; MPTP block: 31.5; CCR6 antagonist: -0.7; Gli-Sufu block: -2.4; CXCR6 block: -17.3

What do the screens show for `Cc1nc2ccc(NC(=O)CS(=O)(=O)c3ccccc3)cc2s1`?
EBI2 antag: -15.2; A3G deaminase: -12.7; GRIN3A LBD mod: 0.5; APOBEC3A inh: -2.7; MPTP block: -0.9; CCR6 antagonist: 8.2; Gli-Sufu block: -40.4; CXCR6 block: 6.9

How did Cc1ccc(-c2nnn(CC(=O)N(Cc3ccccc3)C(C(=O)NC(C)(C)C)c3ccncc3)n2)o1 (centres undefined) do in these assays?
EBI2 antag: -2.5; A3G deaminase: -6.0; GRIN3A LBD mod: 14.2*; APOBEC3A inh: 2.7; MPTP block: 0.5; CCR6 antagonist: 2.1; Gli-Sufu block: 0.2; CXCR6 block: 0.1

What do the screens show for `O=C(CCN1C(=O)/C(=C\c2ccccc2Cl)SC1=S)Nc1cccnc1`?
EBI2 antag: 10.8; A3G deaminase: -6.8; GRIN3A LBD mod: -6.3; APOBEC3A inh: -4.4; MPTP block: 5.8; CCR6 antagonist: 2.4; Gli-Sufu block: -5.6; CXCR6 block: -9.2

What do the screens show for `CC(=O)Nc1ccc(S(=O)(=O)NC2=NCN(C)CN2)cc1`?
EBI2 antag: -6.4; A3G deaminase: 1.7; GRIN3A LBD mod: -0.9; APOBEC3A inh: -0.2; MPTP block: -1.6; CCR6 antagonist: 6.5; Gli-Sufu block: -4.2; CXCR6 block: -2.8

What do the screens show for `CN1CCN(C(=O)c2cc3nc(-c4ccccc4)cc(C(F)(F)F)n3n2)CC1`?
EBI2 antag: 4.1; A3G deaminase: -6.7; GRIN3A LBD mod: -1.5; APOBEC3A inh: -2.9; MPTP block: -1.5; CCR6 antagonist: -16.5; Gli-Sufu block: 12.8; CXCR6 block: 1.0

What do the screens show for `COc1ccc([C@H]2CC(=O)C=C(c3ccc(-c4ccccc4)cc3)C2)cc1OC`?
EBI2 antag: 13.7; A3G deaminase: -12.6; GRIN3A LBD mod: -1.4; APOBEC3A inh: -3.6; MPTP block: -0.1; CCR6 antagonist: 4.6; Gli-Sufu block: 2.7; CXCR6 block: 2.7

What do the screens show for `COc1ccc2nc(NC(=S)NC(=O)c3ccco3)sc2c1`?
EBI2 antag: -3.7; A3G deaminase: -8.3; GRIN3A LBD mod: -1.2; APOBEC3A inh: -3.3; MPTP block: 3.8; CCR6 antagonist: 22.8; Gli-Sufu block: -51.6; CXCR6 block: 11.4

What do the screens show for `COCCNC(=O)/C(C#N)=C/c1ccc(OCc2ccc(F)cc2)cc1`?
EBI2 antag: 7.7; A3G deaminase: -6.9; GRIN3A LBD mod: 2.4; APOBEC3A inh: -4.1; MPTP block: 0.1; CCR6 antagonist: 9.7; Gli-Sufu block: -12.0; CXCR6 block: -13.4
